TcdB GH inh: blocks C. difficile toxin B glycohydrolase activity; hit rate 0.24% among 350,000; AID 652162; P18177; inhibition, % at 9.99 µM; TcdB glycohydrolase enzymatic assay, plate reader; in the data active means inhibition above about 10%
Numbers without * were called inactive.

SMILES	TcdB GH inh
COc1ccc2c3c([nH]c2c1)[C@H](CO)N(C(=O)C1CC1)CC31CN(C(=O)c2ccncc2)C1	-0.1
CCCNC(=O)N[C@H]1CC[C@H](CCNS(=O)(=O)c2cccc(F)c2)O[C@H]1CO	0.1
C[C@@H]1CN([C@@H](C)CO)S(=O)(=O)c2ccc(Br)cc2O[C@H]1CN(C)Cc1cccnc1	-7.9
Cc1cccc(NC(=O)Nc2ccc3c(c2)C(=O)N(C)[C@@H]2CC[C@@H](CC(=O)NCc4ccccc4Cl)O[C@H]2CO3)c1	-0.2
C[C@@H]1CN([C@H](C)CO)C(=O)c2cc(NS(=O)(=O)c3cn(C)cn3)ccc2O[C@@H](C)CCCCO[C@@H]1CN(C)C(=O)C1CCCCC1	-0.2
C[C@@H]1CN([C@H](C)CO)C(=O)c2cc(NC(=O)C3CCCCC3)ccc2O[C@@H]1CN(C)Cc1ccc2c(c1)OCO2	1.0
O=C(N[C@H]1CC[C@H](CCNC(=O)c2ccccc2F)O[C@@H]1CO)c1ccc2c(c1)OCO2	0.6
CC(C)c1cn(CC[C@@H]2CC[C@H](NS(=O)(=O)Cc3ccccc3)[C@@H](CO)O2)nn1	-1.1
COCC#Cc1ccc([C@@H]2[C@@H](CO)N3C(=O)CN(C(=O)C4CCC4)C[C@H]23)cc1	-0.4
C[C@@H]1CN([C@@H](C)CO)C(=O)Cc2cc(NC(=O)CCN3CCOCC3)ccc2O[C@@H]1CN(C)Cc1ccc(Oc2ccccc2)cc1	0.8
C=CCOC(=O)[C@@H]1[C@H]2C(=O)O[C@H](c3ccccc3)[C@H](c3ccccc3)N2[C@H](c2ccc(OCCOC(=O)[C@H]3C[C@H]4C(=O)N5CCC[C@H]5C(=O)N4[C@H]3c3ccc(O)cc3)cc2)[C@@]12C(=O)Nc1ccccc12	-1.5
CNC(=O)C[C@@H]1CC[C@H]2[C@@H](COC[C@@H](O)CN2Cc2ccccc2F)O1	0.2
O=C(C1CCCC1)N1CC2(C1)[C@H](c1ccccc1)[C@@H](CO)N2Cc1ccc(Cl)cc1	0.1
C[C@H](CO)N1C[C@H](C)[C@H](CN(C)C(=O)NC2CCCCC2)Oc2ccc(NC(=O)c3ccncc3)cc2CC1=O	-0.3
Cc1noc(C)c1NC(=O)N[C@@H]1CC[C@@H](CC(=O)NCCCN(C)C)O[C@H]1CO	0.5
CC(C)NC(=O)Nc1ccc2c(c1)CC(=O)N([C@H](C)CO)C[C@@H](C)[C@H](CN(C)CC1CC1)O2	-0.1
Cc1cc(C(=O)Nc2cccc3c2O[C@H](CN(C)C(=O)Nc2c(C)noc2C)[C@H](C)CN([C@@H](C)CO)C3=O)n(C)n1	0.2
O=C(C[C@@H]1C[C@@H]2c3cc(NC(=O)Cc4ccncc4)ccc3O[C@@H]2[C@H](CO)O1)NCc1ccccc1	0.4
CN1CCN(C(=O)C[C@@H]2CC[C@@H]3[C@H](COC[C@@H](O)CN3C(=O)Nc3ccc(Cl)cc3)O2)CC1	-1.7
CN(C)C(=O)c1cc2c(c(-c3cccc(C4=CCCC4)c3)n1)[C@@H](CCO)N([S@](=O)C(C)(C)C)C2	-0.9
Cc1ccc(-c2ccc3c(c2)O[C@H](CN(C)S(C)(=O)=O)[C@@H](C)CN([C@H](C)CO)S3(=O)=O)cc1	2.8
O=C(C[C@H]1CC[C@@H]2[C@H](COC[C@H](O)CN2Cc2nccs2)O1)NCc1ccc(Cl)cc1	-0.2
COCCNC(=O)C[C@H]1C[C@@H]2c3cc(N(C)C)ccc3O[C@@H]2[C@@H](CO)O1	-30.3
COC(=O)C[C@@H]1CC[C@@H]2[C@H](COC[C@@H](O)CN2C(=O)Nc2ccccc2OC)O1	6.7
C[C@H](CO)N1C[C@H](C)[C@@H](CN(C)C(=O)Nc2ccc(C(F)(F)F)cc2)Oc2c(NS(C)(=O)=O)cccc2C1=O	1.6
C[C@H]1CN([C@@H](C)CO)C(=O)c2cc(N(C)C)ccc2O[C@H]1CN(C)C(=O)Nc1cccc2ccccc12	-10.3
Cc1noc(C)c1NC(=O)Nc1ccc2c(c1)C(=O)N([C@H](C)CO)C[C@@H](C)[C@@H](CN(C)C(=O)Nc1c(C)noc1C)OCCCC[C@@H](C)O2	-1.8
CNC(=O)C[C@H]1CC[C@@H]2[C@H](COc3ccc(NC(=O)Nc4ccc(F)c(F)c4)cc3C(=O)N2C)O1	-0.2
CCC(=O)Nc1ccc2c(c1)OC[C@H](C)N(C(C)=O)C[C@@H](C)[C@@H](OC)CN(C)C2=O	-0.8
C[C@@H]1CCCCO[C@H](CN(C)C(=O)NC2CCCCC2)[C@H](C)CN([C@H](C)CO)C(=O)c2cc(NS(=O)(=O)c3ccccc3)ccc2O1	-7.9
CNC[C@H]1[C@@H](c2ccc(C#CCC3CCCC3)cc2)[C@@H](CO)N1C(=O)C1CCC1	-1.8
CCCNC(=O)N(C)C[C@H]1Oc2ncc(C#CC(C)C)cc2C(=O)N([C@H](C)CO)C[C@@H]1C	-0.2
COc1ccc(S(=O)(=O)N2C[C@@H](O)COC[C@@H]3O[C@H](CC(=O)N[C@H]4CCN(Cc5ccccc5)C4)CC[C@H]32)cc1	-1.7
COc1ccc(NC(=O)Nc2ccc3c(c2)[C@H]2C[C@H](CC(=O)NCC4CC4)O[C@@H](CO)[C@H]2O3)cc1	0.4
C[C@@H]1CN([C@@H](C)CO)C(=O)CCCn2cc(nn2)CO[C@@H]1CN(C)S(=O)(=O)c1cccs1	1.6
COc1ccccc1CN1[C@@H](CO)[C@H](c2ccccc2)C12CN(C(C)=O)C2	0.0
CCS(=O)(=O)Nc1ccc2c(c1)C(=O)N(C)[C@H]1CC[C@@H](CC(=O)N3CCN(C)CC3)O[C@H]1CO2	-0.6
CCCNC(=O)N(C)C[C@@H]1Oc2ncc(C#CC(C)C)cc2C(=O)N([C@@H](C)CO)C[C@H]1C	-0.6
COc1ccc(COC[C@@]23Oc4ccccc4[C@@H](NC(=S)N2C)[C@H]3CO[Si](C)(C)C(C)(C)C)cc1	-4.7
CCCNC(=O)N1C[C@@H](C)[C@@H](OC)CN(C)C(=O)c2cc(NC(=O)CCC)ccc2OC[C@@H]1C	-0.6
COc1ccc(-c2cn(CC[C@H]3CC[C@H](NC(=O)CCN4CCCCC4)[C@@H](CO)O3)nn2)cc1	-0.6
COc1ccc2c3c(n(C)c2c1)[C@@H](CO)N(C(=O)C1CCOCC1)CC31CN(C)C1	0.3
O=C1CN(Cc2ccc(F)cc2)C[C@@H]2[C@H](c3ccc(-c4ccccc4F)cc3)[C@@H](CO)N12	0.2
C[C@H]1CCCCO[C@H](CN(C)C(=O)Nc2ccc3c(c2)OCO3)[C@@H](C)CN([C@@H](C)CO)C(=O)c2cc(N(C)C)ccc2O1	-19.9
COc1ccc(S(=O)(=O)Nc2ccc3c(c2)C(=O)N([C@@H](C)CO)C[C@@H](C)[C@H](CN(C)C(=O)Nc2cccc4ccccc24)O3)cc1	-3.1

Another view of some results above:
SMILES | TcdB GH inh
C[C@@H]1CN([C@@H](C)CO)C(=O)CCCn2cc(nn2)CO[C@@H]1CN(C)S(=O)(=O)c1cccs1 | 1.6
COc1ccc(-c2cn(CC[C@H]3CC[C@H](NC(=O)CCN4CCCCC4)[C@@H](CO)O3)nn2)cc1 | -0.6
CCCNC(=O)N(C)C[C@H]1Oc2ncc(C#CC(C)C)cc2C(=O)N([C@H](C)CO)C[C@@H]1C | -0.2
COc1ccc2c3c(n(C)c2c1)[C@@H](CO)N(C(=O)C1CCOCC1)CC31CN(C)C1 | 0.3
COc1ccccc1CN1[C@@H](CO)[C@H](c2ccccc2)C12CN(C(C)=O)C2 | 0.0

Continuation.
SMILES	TcdB GH inh
CCCC#Cc1ccc2c(c1)O[C@@H](CN(C)C(=O)NCCC)[C@H](C)CN([C@@H](C)CO)S2(=O)=O	-0.1
CCC(=O)N1C[C@H](C)[C@@H](OC)CN(C)C(=O)c2cc(NC(=O)c3ccc(F)cc3)ccc2OC[C@H]1C	-1.4
CC(=O)N1[C@H](CO)[C@H](c2ccccc2)[C@H]1CN(C)C(=O)c1ccccc1F	-2.5
CCCNC(=O)C[C@H]1C[C@H]2c3cc(NC(=O)Nc4ccc(OC)cc4)ccc3O[C@H]2[C@@H](CO)O1	0.9
O=C(C[C@H]1C[C@@H]2c3cc(NC(=O)c4ccc5c(c4)OCO5)ccc3O[C@@H]2[C@@H](CO)O1)NCc1ccc(Cl)cc1	-0.1
C[C@@H]1CN([C@@H](C)CO)C(=O)c2cc(C#CC3CC3)cnc2O[C@@H]1CN(C)Cc1ccccc1C(=O)O	0.1
C[C@H](CO)N1C[C@H](C)[C@H](CN(C)C(=O)NC2CCCCC2)OCCCC[C@H](C)Oc2ccc(NC(=O)Cc3ccccc3)cc2C1=O	0.3
C[C@H]1CN([C@@H](C)CO)C(=O)c2ccccc2-c2ccccc2CO[C@H]1CN(C)S(=O)(=O)c1cccs1	1.1
O=C(Nc1ccccc1)N1CC(=O)N2[C@H](CO)[C@H](c3ccc(C#Cc4cccnc4)cc3)[C@@H]2C1	0.0
C[C@@H]1CN([C@H](C)CO)C(=O)c2cccc(NC(=O)c3ccc(-c4nccs4)cc3)c2O[C@@H]1CN(C)C(=O)Nc1cccc2ccccc12	-0.9
Cc1ccc(-c2cnc3c(c2)C(=O)N([C@H](C)CO)C[C@H](C)[C@H](CN(C)CC2CCCC2)O3)cc1	0.0
Cc1noc(C)c1NC(=O)Nc1ccc2c(c1)C(=O)N([C@H](C)CO)C[C@@H](C)[C@H](CN(C)CC1CC1)OCCCC[C@@H](C)O2	0.4
CO[C@@H]1CN(C)C(=O)c2ccc(NC(=O)c3ccc(F)cc3)cc2OC[C@H](C)N(C(=O)c2ccc(F)cc2)C[C@H]1C	1.3
C[C@@H]1CN([C@H](C)CO)C(=O)c2cc(NC(=O)c3ccncc3)ccc2O[C@@H]1CN(C)S(=O)(=O)c1cccs1	-0.3
C[C@H]1CN([C@@H](C)CO)C(=O)CCCn2nncc2CO[C@H]1CN(C)Cc1ccc(Oc2ccccc2)cc1	1.0

Looked up by compound from the list above:
SMILES	TcdB GH inh
CCCC#Cc1ccc2c(c1)O[C@@H](CN(C)C(=O)NCCC)[C@H](C)CN([C@@H](C)CO)S2(=O)=O	-0.1
C[C@H]1CN([C@@H](C)CO)C(=O)CCCn2nncc2CO[C@H]1CN(C)Cc1ccc(Oc2ccccc2)cc1	1.0

Later entries.
SMILES	TcdB GH inh
CCCN1[C@H](C(=O)N(C)C)[C@@H](CO)[C@@H]2Cn3c(ccc(-c4ccc(OC)cc4)c3=O)[C@@H]21	0.9
CO[C@@H]1CN(C)C(=O)c2cc(NS(=O)(=O)c3ccc(C)cc3)ccc2OC[C@@H](C)N(Cc2nccs2)C[C@H]1C	-1.4
CCC(=O)Nc1ccc2c(c1)C(=O)N(C)C[C@@H](OC)[C@H](C)CN(C(=O)Cc1ccccn1)[C@@H](C)CO2	0.5
Cc1noc(C)c1NC(=O)N(C)C[C@H]1Oc2c(NS(C)(=O)=O)cccc2C(=O)N([C@@H](C)CO)C[C@@H]1C	-7.2
Cc1ccc(S(=O)(=O)Nc2ccc3c(c2)C(=O)N([C@@H](C)CO)C[C@H](C)[C@@H](CN(C)S(C)(=O)=O)OCCCC[C@H](C)O3)cc1	-0.2
COc1ccc(C[C@H]2CCn3cc(nn3)COC[C@H](c3ccccc3)NC2=O)cc1	-0.7
C[C@H](CO)N1C[C@H](C)[C@@H](CN(C)Cc2cccc(C(=O)O)c2)Oc2ncc(C#C[C@@H](C)O)cc2C1=O	1.0
C/C=C/c1cnc2c(c1)C(=O)N([C@@H](C)CO)C[C@@H](C)[C@H](CN(C)C(=O)Nc1ccc(C(F)(F)F)cc1)O2	1.1
O=C(Nc1nccs1)[C@H]1[C@H](CO)[C@H]2Cn3c(ccc(-c4ccccc4)c3=O)[C@H]2N1CC1CCCC1	-0.6
O=C(C1CCOCC1)N1CC(=O)N2[C@H](CO)[C@@H](c3ccc(-c4ccccc4F)cc3)[C@H]2C1	0.5
C[C@@H]1CN([C@H](C)CO)C(=O)c2cc(NC(=O)CCN3CCOCC3)ccc2O[C@H]1CN(C)C(=O)Nc1ccccc1	-2.6
O=C(C[C@H]1C=C[C@H](NC(=O)C2CC2)[C@@H](CO)O1)NC1CCC1	0.1
CC(C)NC(=O)N(C)C[C@H]1Oc2cc(C#CC3CC3)ccc2S(=O)(=O)N([C@@H](C)CO)C[C@@H]1C	-1.2
C[C@@H]1CN([C@@H](C)CO)C(=O)c2cc(-c3cccc(C#N)c3)cnc2O[C@H]1CN(C)C(=O)C1CCC1	0.0
COc1ccc(S(=O)(=O)Nc2ccc3c(c2)C(=O)N([C@@H](C)CO)C[C@@H](C)[C@@H](CN(C)C(=O)Nc2ccc4c(c2)OCO4)OCCCC[C@H](C)O3)cc1	0.8

Look-ups from the list.
C[C@@H]1CN([C@@H](C)CO)C(=O)CCCn2cc(nn2)CO[C@@H]1CN(C)S(=O)(=O)c1cccs1 in TcdB GH inh is listed with 1.6
C[C@@H]1CN([C@@H](C)CO)C(=O)c2cc(-c3cccc(C#N)c3)cnc2O[C@H]1CN(C)C(=O)C1CCC1 in TcdB GH inh is listed with 0.0

Going on with the list:
SMILES	TcdB GH inh
COc1ccccc1NC(=O)N1CC(=O)N2[C@H](CO)[C@@H](c3ccc(-c4ccc(F)cc4)cc3)[C@@H]2C1	0.1
C[C@@H]1CN([C@H](C)CO)C(=O)c2cc(/C=C/c3ccccc3)cnc2O[C@H]1CN(C)C(=O)c1ccc2c(c1)OCO2	-2.1
C[C@@H]1CN([C@H](C)CO)C(=O)c2cc(C3=CCCCC3)cnc2O[C@@H]1CN(C)Cc1cccc(F)c1	-1.7
Cc1ccc(S(=O)(=O)N[C@H]2C=C[C@H](CC(=O)NC3CCCCC3)O[C@H]2CO)cc1	0.1
C[C@H]1CN([C@@H](C)CO)C(=O)c2cc(C#CC3CC3)cnc2O[C@@H]1CN(C)C(=O)CC1CC1	0.9
O=C(C[C@H]1CC[C@@H](NC(=O)Nc2cc(F)ccc2F)[C@H](CO)O1)NCCCN1CCOCC1	-0.4

Compound activity deposited in PubChem by Broad Institute.

Some of the compounds tested (hit frequency here may not be typical).
